Assay outcomes as filed in PubChem.
Mtb FBA inh: inhibits M. tuberculosis FBA enzyme; purified M. tuberculosis FBA, fluorescence read-out; inhibition, % at 1 µM; P9WQA3; hit rate 2.3% among 360,000; in the data active = inhibition above about 27%;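 note: 0% = vehicle and 100% = reference inhibitor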
GDH-TPI counter: counter-screen for M. tuberculosis FBA inhibitors: GDH-TPI coupled enzymes | GDH-TPI coupled enzyme counterscreen, NADH absorbance | inhibition, % at 4.8 µM | hit rate 1.2% among 360,000 | AID 588335; in the data active = inhibition above about 30%;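 note: 0% = DMSO wells and 100% = wells lacking the enzyme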
FadD28 FP inh: M. tuberculosis FadD28 bisubstrate binding inhibition. FadD28 bisubstrate probe binding, fluorescence polarization. inhibition, % at 12.5 µM. hit rate 0.22% among 360,000. AID 588549; in the data active = inhibition above about 8.5%, passing the limit was not always enough; inconclusive = no clear call, values can overlap the other calls
PfHsp40 yeast: compounds rescuing yeast from Plasmodium falciparum HSP40 toxicity. S. cerevisiae expressing PfHsp40, growth rescue, ATP luminescence. hit rate 0.68% among 340,000. growth rescue, % at 12.5 µM; in the data active = growth rescue above about 28%, passing the limit was not always enough; inconclusive = no clear call, values can overlap the other calls;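 note: yeast W303a lacking pdr1 and pdr3 grown in galactose medium; growth measured after three days at 30 °C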
Anthrax LF inh2: inhibitors of Bacillus anthracis lethal factor protease | inhibition, % at 10 µM | P15917 | hit rate 0.12% among 360,000 | AID 588501 | multiplex microsphere protease cleavage assay, LF; note: plate controls were buffer without enzyme for full effect and enzyme alone for no effect
Target sequence (P15917 whole entry, looked up): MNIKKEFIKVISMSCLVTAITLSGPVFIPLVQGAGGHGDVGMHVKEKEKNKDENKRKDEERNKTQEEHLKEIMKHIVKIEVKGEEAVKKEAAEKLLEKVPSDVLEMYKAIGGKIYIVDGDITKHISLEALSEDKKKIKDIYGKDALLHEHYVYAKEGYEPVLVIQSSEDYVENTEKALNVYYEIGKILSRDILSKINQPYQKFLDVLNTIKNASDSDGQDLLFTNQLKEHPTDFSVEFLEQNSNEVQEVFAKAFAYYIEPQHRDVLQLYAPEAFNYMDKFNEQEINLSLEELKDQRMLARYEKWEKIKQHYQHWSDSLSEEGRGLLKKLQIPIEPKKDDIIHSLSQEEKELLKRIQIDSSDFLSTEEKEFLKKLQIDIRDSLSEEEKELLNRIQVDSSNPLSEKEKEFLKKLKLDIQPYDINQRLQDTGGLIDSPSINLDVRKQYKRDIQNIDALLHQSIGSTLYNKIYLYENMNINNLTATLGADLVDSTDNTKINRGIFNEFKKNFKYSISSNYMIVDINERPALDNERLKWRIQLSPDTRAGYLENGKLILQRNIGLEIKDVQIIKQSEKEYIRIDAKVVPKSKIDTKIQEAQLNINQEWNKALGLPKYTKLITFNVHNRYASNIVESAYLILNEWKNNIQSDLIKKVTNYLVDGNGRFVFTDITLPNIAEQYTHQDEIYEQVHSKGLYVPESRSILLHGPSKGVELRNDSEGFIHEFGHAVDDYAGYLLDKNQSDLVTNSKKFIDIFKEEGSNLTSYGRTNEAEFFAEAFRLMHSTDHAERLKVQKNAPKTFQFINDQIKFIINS
BoNT A protease: BoNT A light chain protease inhibition; multiplex microsphere protease substrate cleavage, flow cytometry; inhibition, % at 10 µM; hit rate 0.17% among 360,000; note: plate controls were buffer without enzyme for full effect and enzyme alone for no effect
BioA inh: BioA (M. tuberculosis) enzyme inhibition | purified M. tuberculosis BioA enzyme, plate reader | inhibition, % at 9.99 µM | hit rate 0.096% among 360,000 | AID 602481; in the data active = inhibition above about 40%; inconclusive = no clear call, values can overlap the other calls
Mtb UGM inh: Mtb UDP-galactopyranose mutase inhibition. P9WIQ1. purified UGM, fluorescence polarization probe displacement. inhibition, % at 10 µM. hit rate 0.06% among 320,000; in the data active = inhibition above about 10%, passing the limit was not always enough; inconclusive = no clear call, values can overlap the other calls
BoNT F protease: blocks Botulinum neurotoxin F light chain protease | Multiplex microsphere protease cleavage assay, flow cytometry | inhibition, % at 10 µM | hit rate 0.22% among 360,000 | AID 588497; in the data active = inhibition above about 35%, passing the limit was not always enough; inconclusive = no clear call, values can overlap the other calls; note: plate controls were buffer without enzyme for full effect and enzyme alone for no effect
The depositor's hits bear a star; ? = inconclusive; nt = no result given. Cut-off read from the data, not from the text of the source, unless noted: active = inhibition above about 30%; inconclusive = no clear call, values can overlap the other calls; inactive = below that.

SMILES	Mtb FBA inh	GDH-TPI counter	FadD28 FP inh	PfHsp40 yeast	Anthrax LF inh2	BoNT A protease	BioA inh	Mtb UGM inh	BoNT F protease
CC1(C(=O)Nc2ccc3[nH]ncc3c2)CCN1C(=O)Cc1ccc(-c2ccccc2)cc1 (configuration not stated)	0	4	-1.2	nt	2	-0.2	-1.0	nt	-5
Cc1cc(Nc2ccc(F)cc2F)n2nc(C)nc2n1	-1	-3	-3.4	-0.7	-2	-0.5	1.7	0.5	-2
O=C(CC1C(=O)NCCN1Cc1ccccc1C(F)(F)F)NC1CCC1 (configuration not stated)	-1	1	-0.5	2.7	0	0.7	-0.5	-0.1	3
O=C(COC(=O)[C@H](Cc1ccccc1)NC(=O)c1cccs1)NC1CCCCC1	0	-4	-1.5	0.5	-1	-0.4	2.6	1.1	-2
COc1ccc(-c2nc(NCCN(C)C)nc3ccsc23)c(C)c1	6	16	-23	nt	-5	-0.2	9.2	nt	-15
CCC(=O)Oc1oc(-c2ccccc2)nc1C=Nc1ccccc1OC	-4	14	-1.6	-2.9	9	1.1	-2.5	4.7	-2
CCOC(=O)C1CCCN(C(=O)C2(c3ccc(Cl)cc3)CCCC2)CC1 (configuration not stated)	4	-9	-0.4	nt	-3	-0.1	0.6	nt	0
CCCCNC(=O)Cn1c(-c2ccc(OC)cc2)noc1=O	1	9	-2.4	-1.9	-2	-1.5	-1.5	1.9	-19
O=C(NCc1ccc(F)cc1)N1CCN(C(=O)c2ccccc2)CC1	-3	0	-1.6	-1.0	?	?	3.6	nt	?
C1CC2CN(c3nc4nonc4nc3N3CCSCC3)CCN2C1 (configuration not stated)	3	6	-1.9	0.4	0	0.9	nt	-2.8	-1
CN(C)c1ccc(/C=N\Nc2nc(-c3ccccc3)cc(=O)[nH]2)cc1	-1	13	-2.7	0.6	-2	0.0	nt	nt	-2
CC(C)NC(=O)c1ccc(NC(=O)CC2SC(N3CCCCC3)=NC2=O)cc1 (configuration not stated)	-1	2	-2.5	-1.3	-1	-2.5	-0.8	-1.2	4
COC(=O)c1sccc1NC(=O)c1cc2c(s1)CCCC2	6	11	-1.1	0.2	-3	-0.7	-0.7	0.4	3
Cc1ccc(C)c(S(=O)(=O)c2c(C)cc(C)nc2Cl)c1	1	6	-5.0	-0.9	-9	-1.1	0.7	-1.9	10
CN=Cc1nc(-c2ccccc2)oc1O	-2	59*	2.1	-1.5	-6	-0.6	-1.6	1.6	21
CN(CC(=O)NNC(=O)c1cccnc1)S(=O)(=O)c1cc(Cl)ccc1Cl	2	4	-0.4	-1.5	-3	-0.6	-1.3	-1.6	-4
COCC(C)NS(=O)(=O)c1ccc(NC(=O)C(Cc2ccccc2)NC(N)=O)cc1 (configuration not stated)	-3	-2	-1.4	0.3	-2	0.7	-0.8	-2.0	5
COc1ccc([C@@H]2Sc3ccccc3NC(=O)[C@@H]2O)cc1	2	0	-3.0	1.2	-8	-0.1	nt	-0.7	-1
CCOC(=O)c1cnc2c(OC)cccc2c1N1CC(C)CC(C)C1 (configuration not stated)	-3	-4	-8.3	1.6	-4	1.3	3.0	-1.4	3
COc1ccc(C2=NN(c3ccccc3)C(c3cccs3)C2)cc1 (configuration not stated)	113*	12	0.1	-0.8	-6	-1.2	nt	0.6	-4
CCCn1nnc(NC(=O)C(c2ccccc2)c2ccccc2)n1	-1	1	-5.4	-0.8	-7	-1.9	0.5	2.1	-20
COc1ccc(C(C)=O)cc1Cn1c(C)c(C(=O)NC2CC2)sc1=O	1	-4	-0.7	nt	-1	-0.1	9.4	nt	-1
CCCc1cc(=O)oc2cc(OCC(=O)NCc3ccccn3)ccc12	25	3	-3.6	-0.4	0	-0.1	-0.4	-1.9	8
COC(=O)c1cn(-c2ccccc2)nc1-c1ccc(OC)c(OC)c1	5	14	-1.3	-0.1	-2	-8.7	nt	-3.9	-11

Rewritten with each value named: part of the list above
COc1ccc([C@@H]2Sc3ccccc3NC(=O)[C@@H]2O)cc1
  Mtb FBA inh: 2
  GDH-TPI counter: 0
  FadD28 FP inh: -3.0
  PfHsp40 yeast: 1.2
  Anthrax LF inh2: -8
  BoNT A protease: -0.1
  BioA inh: nt
  Mtb UGM inh: -0.7
  BoNT F protease: -1
CCOC(=O)c1cnc2c(OC)cccc2c1N1CC(C)CC(C)C1 (configuration not stated)
  Mtb FBA inh: -3
  GDH-TPI counter: -4
  FadD28 FP inh: -8.3
  PfHsp40 yeast: 1.6
  Anthrax LF inh2: -4
  BoNT A protease: 1.3
  BioA inh: 3.0
  Mtb UGM inh: -1.4
  BoNT F protease: 3
COc1ccc(C2=NN(c3ccccc3)C(c3cccs3)C2)cc1 (configuration not stated)
  Mtb FBA inh: 113*
  GDH-TPI counter: 12
  FadD28 FP inh: 0.1
  PfHsp40 yeast: -0.8
  Anthrax LF inh2: -6
  BoNT A protease: -1.2
  BioA inh: nt
  Mtb UGM inh: 0.6
  BoNT F protease: -4

Taken from above:
For BoNT F protease, Cc1ccc(C)c(S(=O)(=O)c2c(C)cc(C)nc2Cl)c1 is entered as 10
For Mtb FBA inh, CCCn1nnc(NC(=O)C(c2ccccc2)c2ccccc2)n1 is entered as -1
For BoNT F protease, CCCc1cc(=O)oc2cc(OCC(=O)NCc3ccccn3)ccc12 is entered as 8

Following part.
SMILES	Mtb FBA inh	GDH-TPI counter	FadD28 FP inh	PfHsp40 yeast	Anthrax LF inh2	BoNT A protease	BioA inh	Mtb UGM inh	BoNT F protease
Cc1cccc(-c2noc(CN(C(=O)c3ccc(Br)o3)C(C)C)n2)c1	3	-14	-3.9	-0.3	0	-0.2	1.2	-0.1	-7
COc1cc(CNc2ccc3[nH]c(=O)[nH]c3c2)ccc1OCc1ccc(C)cc1	2	-1	nt	-0.7	2	-3.6	0.5	-0.6	-15
Cc1ccc(OCCSc2ncccn2)c(C)c1	1	6	-2.6	-0.9	-8	0.4	2.6	nt	-2
CCCCc1c(O)nc(SCC(=O)Nc2ccc3c(c2)CCC3)[nH]c1=O	-1	-4	-0.5	-1.0	-2	-2.8	-1.8	3.4	-44
CN(c1cccc(Cl)c1)S(=O)(=O)c1cccc(C(=O)Nc2ccc3c(c2)CCC3)c1	-1	4	-1.5	0.7	-2	-0.1	-2.8	0.5	-10
CC1CCCN(C(=O)COC(=O)CSc2ccc(C(N)=O)cc2[N+](=O)[O-])C1 (configuration not stated)	0	1	-3.7	-0.4	2	-1.2	nt	-0.8	4
COCCCNC(=S)Nc1cccc(SC)c1	2	-4	-1.9	-1.8	2	-0.3	nt	-1.3	-3
CCCCN(C(=O)c1ccc(Cl)cc1)C1CC2CCC(C1)N2C (configuration not stated)	7	8	-0.3	-0.8	-3	-0.4	-0.3	0.6	-3
COc1ccc(CCc2cc(OC)cc(=O)o2)cc1	3	6	-2.8	-0.9	-1	-0.1	1.4	-1.8	-4
COc1ccc(CCNC(=O)CSc2ccccn2)cc1OC	0	-4	0.6	-0.5	-3	-0.1	nt	-1.7	0
Cn1nc(C(F)(F)F)c(-c2ccccc2)c1NC(=O)c1nccnc1C(=O)O	2	-3	1.6	0.1	3	?	-1.0	-1.6	?
Cc1cc(=O)oc2cc(OCC(=O)Nc3c(Cl)cccc3C(F)(F)F)ccc12	10	20	-1.7	6.7	-2	-1.1	0.0	0.5	11
Cc1c(NC(=O)c2cc(-c3ccccc3O)on2)c(=O)n(-c2ccccc2)n1C	1	-3	-1.8	-1.5	6	-1.1	nt	-0.4	-2
C=CCc1c(C)[nH]c(=O)[nH]c1=O	6	-3	1.1	0.6	0	-0.1	1.2	1.2	-2
CCN1/C(=C2\C(=O)N(C)C(=S)N2C)C=Cc2ccccc21	1	-5	-1.8	1.5	0	1.0	nt	-2.8	8
CC(=O)Nc1ccc(NC(=O)CSc2nc3c(=O)n(C)c(=O)n(C)c3n2C)cc1	2	3	-1.5	0.0	0	2.6	nt	nt	5
CC1CCC(C(C)C)C(NC(=O)c2ccncc2)C1 (configuration not stated)	4	nt	0.7	nt	-5	-0.5	nt	nt	-3
COc1ccc(/[N+]([O-])=C/c2ccoc2)cc1	1	6	0.0	0.9	-10	-1.1	-1.1	5.2	-10
Cc1cc(C)cc(NC(=O)N2C3CCCC2CC(NC(=O)C2CC2)C3)c1 (configuration not stated)	1	-2	-1.3	-0.8	0	1.3	-1.3	-0.2	1
COc1ccccc1CCc1nnc(CCC(=O)NCCC2CCCCO2)o1 (configuration not stated)	1	7	-1.3	nt	-2	-0.2	-0.3	nt	-8
O=C(CCc1n[nH]c(=O)[nH]c1=O)N1CCOCC1	-1	4	-1.1	-0.2	0	0.1	-0.7	-1.6	4
CC1CN(C(=S)NC2CCCC2)CC(C)O1 (configuration not stated)	0	-1	0.0	0.1	-8	-2.7	-0.7	-0.6	0
O=C(NN=Cc1ccccc1Cl)c1ccc([N+](=O)[O-])cc1	-2	-2	-2.7	-1.3	3	-0.6	-2.9	nt	4
Cc1ccccc1CSCC(=O)NCc1ccco1	-3	6	-1.0	0.4	1	-0.1	nt	0.2	4
CCN(CC(=O)NCc1cccs1)C(=O)c1cccc(S(=O)(=O)N2CCc3ccccc32)c1	3	-7	-2.3	1.6	-3	0.0	nt	3.3	2
COC(=O)C/C(O)=C(/N=Nc1cccc(C(F)(F)F)c1)C(=O)OC	2	3	1.7	nt	5	0.0	nt	-3.2	0
COc1ccc(-c2ccc(C(=O)O)o2)c([N+](=O)[O-])c1	-2	4	-2.4	-1.4	3	0.5	nt	2.3	-8
CC(=O)Nc1sc2c(c1C#N)CC(C)(C)NC2(C)C	5	-2	1.4	1.9	-1	-0.4	-0.3	-1.0	3
Cc1cc(NC(=O)CN2C(=O)S/C(=C\c3ccccc3)C2=O)no1	-2	9	-3.4	-0.3	-3	-0.1	nt	1.0	-1
CC(/C=N/n1c(-c2ccccn2)n[nH]c1=S)=C\c1ccccc1	4	1	-1.2	nt	nt	nt	-1.3	-1.7	nt
O=C(CCN1C(=O)/C(=C/c2ccc(Cl)cc2)SC1=S)Nc1cccc(C(=O)O)c1	1	1	0.5	-0.5	1	-4.1	-1.7	-0.1	6
COc1ccc2c(-c3cc4ccc(OCc5ccc(F)cc5)cc4oc3=O)cc(=O)oc2c1	1	11	-4.3	-0.5	2	0.0	nt	-1.7	1
Cc1ccc(-n2ncc3c2CCCC3NC(=O)c2cnccn2)cc1C (configuration not stated)	3	-1	nt	-0.1	-1	-0.9	26	3.5	1
CCC(c1nnc(SCC(=O)Nc2ccc(C(C)=O)cc2)n1C1CCCCC1)N(C)C (configuration not stated)	0	1	-1.9	0.5	0	-0.2	1.7	3.6	0
O=C(Cn1nnc2ccccc21)NCc1ccccc1	3	-8	-1.4	-1.0	-2	-0.4	-2.1	-3.7	-9
O=C(Nc1ccccc1)c1c(O)[nH]c(=S)[nH]c1=O	4	2	0.7	-0.2	1	0.5	2.9	-0.6	4
CCN(Cc1ccccc1)C(=O)c1cc(S(=O)(=O)N2CCOCC2)cn1C	-1	7	1.2	-1.2	-2	-0.3	-1.1	0.3	-8
COc1cccc(C(=O)C2CCCN(C(=O)c3cccc(C#CC(C)(C)O)c3)C2)c1 (configuration not stated)	-1	-1	-4.2	1.0	-4	0.6	-0.7	0.0	-3
Cc1ccc2nsnc2c1NC(=O)c1ccc(-c2cc(Cl)ccc2Cl)o1	5	0	-3.9	0.3	-4	-0.6	nt	-0.1	1
O=C(CN1C(=O)NC2(CCCC2)C1=O)Nc1ccc(C(F)(F)F)cc1	4	-2	-2.3	1.1	15	2.3	-0.7	0.1	4
